Screening results: PubChem, several laboratories
MrgX1 PAM – allosterically activates human MrgX1 receptor signaling; B-score at 10 µM; MrgX1-HEK293, Fluo-4 calcium flux, FDSS; stronger effect = higher value; AID 588675; 310,000 compounds, 0.63% hits; Q96LB2;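 active = plate-corrected calcium response at least 3 library SD above typical, normal starting fluorescence, not activating the receptor alone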;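 note: compound read alongside a low EC10 to EC30 dose of BAM8-22 agonist; peak minus trough fluorescence over baseline measured at the second addition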
Target sequence (Q96LB2 whole entry, looked up): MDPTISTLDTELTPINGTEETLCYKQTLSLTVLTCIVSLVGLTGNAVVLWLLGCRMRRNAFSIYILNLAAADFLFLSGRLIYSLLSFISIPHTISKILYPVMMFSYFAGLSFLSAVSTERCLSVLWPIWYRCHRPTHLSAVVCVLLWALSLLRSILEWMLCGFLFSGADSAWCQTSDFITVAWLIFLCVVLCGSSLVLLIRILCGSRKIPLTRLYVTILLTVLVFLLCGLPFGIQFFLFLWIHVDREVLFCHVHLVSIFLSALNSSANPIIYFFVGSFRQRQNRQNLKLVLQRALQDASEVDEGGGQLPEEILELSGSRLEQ
MrgX1 antag – human MrgX1 receptor antagonism, primary screen; Q96LB2; MRGX1-HEK293 calcium flux, Fluo-4, BAM8-22 antagonism; stronger effect = lower value; B-score at 10 µM; 310,000 compounds, 1.3% hits; AID 588676;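 active = calcium-response B-score plate-corrected more than 3 library SD below zero, starting fluorescence within 5 deviations, no agonist response on first addition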;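 note: peak minus trough fluorescence over baseline after final BAM8-22 challenge near maximal dose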
TRPC4 inh – blocks the mouse TRPC4 cation channel | HEK293 TRPC4beta/mu-opioid, DAMGO-evoked Fluo4 calcium flux; stronger effect = lower value | B-score at 10 µM | 300,000 compounds, 0.39% hits | AID 2247;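 active = B-score over 3 SD under the library average, no early fluorescence shift, positive overall ratio signal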
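Assay system – HEK293 line stably carrying TRPC4beta and mu-opioid receptor · Doses – single dose · Detection – Fluo4 calcium-dye fluorescence, kinetic read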
TRPC6 activator – activates the mouse TRPC6 cation channel; 310,000 compounds, 0.13% hits; HEK293-TRPC6 membrane potential dye fluorescence; stronger effect = higher value; B-score at 10 µM; Q61143; AID 2550;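 active = B-score of the integrated fluorescence ratio above library mean plus 3 SD, and starting fluorescence ratio within library mean plus 5 SD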;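 note: higher score means more depolarization so channel activation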
MrgX1 agonist – human MrgX1 receptor agonism, primary screen | Q96LB2 | 310,000 compounds, 0.44% hits | B-score at 10 µM | MrgX1-HEK293 cells, Fluo-4 calcium fluorescence, agonist mode; stronger effect = higher value;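 active = calcium response B-score plate-corrected fluorescence ratio at least 3 library SD, with starting fluorescence B-score inside 5 SD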
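System: HEK293 cells stably expressing human MrgX1 receptor; Dosing: test compound in the initial addition of three; Schedule: overnight plating, then 30 min 37 °C plus 30 min room-temperature dye loading; Detection: kinetic calcium dye fluorescence, Fluo-4 NW; Controls: per-plate positive and negative controls for Z′ factor.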
TRPC6 inh – mouse TRPC6 channel inhibition; B-score at 10 µM; HEK293-TRPC6, membrane potential dye, ACh-evoked depolarization; stronger effect = lower value; Q61143; 310,000 compounds, 1.1% hits; AID 2553;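 active = B-score under library mean minus 3 SD, initial fluorescence not abnormally high, positive integrated signal ratio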;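 note: B-score derived from integrated fluorescence ratio over the kinetic read; more negative B-score means stronger inhibition of depolarization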
SKKanGAS inh – blocks kanamycin growth of S. pyogenes SKKanGAS strain. AID 1662. BacTiter-Glo, 6 h. 300,000 compounds, 1.3% hits. inhibition, % at 7.5 µM;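 active = mean replicate score, as percent of positive control median, at least 50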;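 note: strain carries kanamycin resistance gene driven by streptokinase promoter and grows in 40 µg/ml kanamycin; loss of luminescence reflects streptokinase promoter inhibition or plain growth inhibition; 0% = median of DMSO wells and 100% = positive control at its reference dose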
Platelet DG rel – modulates dense granule release in human platelets; human platelet-rich plasma, SFLLRN dense granule ATP release, luminescence; inhibition, %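 (compounds screened at 7.5 µM in platelet-rich plasma)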; 300,000 compounds, 0.22% hits;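 active = mean replicate score, as percent of positive control, at or above 50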
RGS4 block – human RGS4 inhibition; P49798; B-score at 10 µM; AID 463165; 310,000 compounds, 0.45% hits; HEK293 M3R/RGS4 inducible, Fluo-4 calcium flux; stronger effect = higher value; triggered by carbachol at its EC20;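 active = B-score, a plate-corrected calcium signal, over three deviations above library mean, with baseline fluorescence within five deviations of library mean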;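 note: RGS4 expression induced by doxycycline in cells with stable M3 receptor; B-score is computed from the integrated fluorescence ratio over baseline after carbachol; higher B-score means a larger calcium signal and so more RGS4 inhibition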
Target sequence (P49798 whole entry, looked up): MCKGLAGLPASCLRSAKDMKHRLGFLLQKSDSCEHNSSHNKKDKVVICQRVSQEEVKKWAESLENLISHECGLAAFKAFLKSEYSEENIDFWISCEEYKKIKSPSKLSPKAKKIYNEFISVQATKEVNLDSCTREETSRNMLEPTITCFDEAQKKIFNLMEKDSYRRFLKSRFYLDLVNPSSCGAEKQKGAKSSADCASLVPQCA
HIF activator – HIF pathway transcriptional activation | U2OS HRE-luciferase reporter, luminescence; normalized: DMSO 0%, desferrioxamine 100% | activation, % at 7.5 µM (by protocol) | 300,000 compounds, 0.32% hits;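 active = mean activation of at least 10% of the iron chelator positive control signal, with at least half of replicates also reaching 10%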
RGS4 pot – potentiators or activators of RGS4 | B-score at 10 µM | AID 463111 | HEK293 M3R/inducible RGS4, carbachol calcium flux Fluo4; stronger effect = lower value | 310,000 compounds, 0.92% hits;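 active = B-score of the integrated calcium signal more than 4 SD below the library mean, with starting fluorescence not abnormally high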;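 note: negative B-score means reduced calcium response which marks RGS4 activation or potentiation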
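Test system: HEK293 cells with stable M3R and inducible RGS4; also added: carbachol at ECmax as muscarinic agonist stimulus; schedule: dye loading 30 min 37 °C, buffer rest 30 min RT; technique: kinetic calcium fluorescence imaging with Fluo4-AM dye, 2 µM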
* = called active by the depositor; i = inactive; . = not tested or not shown; & = joins results of further samples. Hits appear at their usual frequency; 6.1% or so of the library scored in one or more.

SMILES	MrgX1 PAM	MrgX1 antag	TRPC4 inh	TRPC6 activator	MrgX1 agonist	TRPC6 inh	SKKanGAS inh	Platelet DG rel	RGS4 block	HIF activator	RGS4 pot
CCOc1cccc(C(=O)NC(=S)Nc2cccc(C)c2)c1	i	i	i	i	i	i	-4	3	i	0.8	i
COc1ccc(OC)c(NC(=O)c2ccc(OCC(=O)N3CCOCC3)c(OC)c2)c1	i	i	i	i	i	i	17	2	i	-1.0	i
O=C(COC(=O)C1CCC1)Nc1cc(S(=O)(=O)N2CCCCC2)ccc1Cl	i	i	i	i	i	i	2	9	i	-5.1	i
CCC(C)[C@@H](C(=O)Nc1ccc2c(c1)OCO2)N1Cc2ccccc2C1=O (some centres undefined)	i	i	i	i	i	i	2	24	i	.	i
COCCn1nnnc1C(c1ccc(OC)cc1)N1CCC(C)CC1 (centres undefined)	i	i	i	i	i	i	0	-2	i	-0.3	i
Cc1ccc(C)c(OCCC(=O)OCC(=O)NCc2ccccc2)c1	i	i	i	i	i	i	-9	-3	i	0.3	i
CCNC(=O)Nc1nc2ccccc2s1	i	i	i	i	i	i	11	2	i	7.1	i
CN(C)CCCn1c(SCc2ccc(Cl)cc2)nnc1-c1ccncc1	i	i	i	i	i	i	-2	12	i	0.9	i
CCOc1ccccc1NC(=O)c1cc(-c2ccncc2)nc2c(Cl)cccc12	.	.	i	i	.	i	3	16	i	-0.8	i
NS(=O)(=O)c1cccc(NC(=O)COC(=O)Cn2cnc3ccccc32)c1	i	i	i	i	i	i	-6	-2	i	0.1	i
CC(=O)c1sc2nc(SCC(=O)N3CCCCC3)[nH]c(=O)c2c1C	i	i	i	i	i	i	14	-2	i	-0.6	i
COc1ccc(-c2ccc(/C=N/NC(=O)c3cccnc3)o2)c([N+](=O)[O-])c1	.	.	i	i	.	i	-3	1	i	-0.9	i
COc1ccc(NC(=O)c2ccco2)cc1N	i	i	i	i	i	i	-2	-1	i	1.6	i
Cc1cc(C)cc(-n2c(SC(C)C(=O)NCc3ccc4c(c3)OCO4)nc3ccccc3c2=O)c1 (centres undefined)	i	i	i	i	i	i	1	17	i	-0.8	i
CCOC(=O)c1sc(N/N=C/c2cccc(C)c2)nc1C	i	i	i	i	i	i	14	-2	i	3.3	i
O=C(CCN1c2ccccc2Sc2ccccc21)Oc1ccccc1	i	i	i	i	i	i	-2	4	i	0.0	i
COc1ccc(-c2cc(C(=O)N/N=C(\C)c3cccnc3)c3cc(C)ccc3n2)cc1OC	i	i	i	i	i	i	34	-6	i	0.2	i
CC(=O)Nc1ccc(Nc2nc3ccccc3nc2NS(=O)(=O)c2ccccc2)cc1	i	i	i	i	i	i	12	-2	i	-0.3	i
COc1ccc(CN2CCNC(=O)C2CC(=O)NC2CCCCC2)c(OC)c1 (centres undefined)	i	i	i	i	i	i	4	10	i	-2.2	i
Cc1cc(C)cc(NC(=O)C(OC(=O)c2ccc(NC(=O)CC#N)cc2)c2ccccc2)c1 (centres undefined)	i	i	i	i	i	i	57*	4	i	-0.2	i
COC(=O)c1cn(-c2ccccc2)nc1-c1ccc(OC)cc1	i	i	i	i	i	i	-23	8	i	0.2	i
CCc1sc(C(=O)NC2CCN(C)CC2)cc1Br	i	i	i	i	i	i	-4	2	i	-0.1	i
COc1cccc(C(=O)Cn2c(=O)n(CC3CCCO3)c(=O)c3ccccc32)c1 (centres undefined)	i	i	i	i	i	i	-2	1	i	0.2	i
COc1ccc(CCNS(=O)(=O)c2c(N)n(C)c(=O)n(C)c2=O)cc1OC	i	i	i	i	i	i	-1	11	i	0.1	i

Entries of single compounds from above. Values in the order: MrgX1 PAM | MrgX1 antag | TRPC4 inh | TRPC6 activator | MrgX1 agonist | TRPC6 inh | SKKanGAS inh | Platelet DG rel | RGS4 block | HIF activator | RGS4 pot
COC(=O)c1cn(-c2ccccc2)nc1-c1ccc(OC)cc1 is listed as i | i | i | i | i | i | -23 | 8 | i | 0.2 | i
Cc1cc(C)cc(-n2c(SC(C)C(=O)NCc3ccc4c(c3)OCO4)nc3ccccc3c2=O)c1 (centres undefined) is listed as i | i | i | i | i | i | 1 | 17 | i | -0.8 | i

New compounds follow.
SMILES	MrgX1 PAM	MrgX1 antag	TRPC4 inh	TRPC6 activator	MrgX1 agonist	TRPC6 inh	SKKanGAS inh	Platelet DG rel	RGS4 block	HIF activator	RGS4 pot
COc1ccc(C(=O)Nc2nc3ccccc3s2)cc1OC	i	i	i	i	i	i	6	-1	i	1.9	i
Oc1ccccc1Nc1ncnc2c1oc1ccccc12	i	i	i	i	i	i	9	5	i	1.3	i
O=C(CCn1c(=O)oc2ccccc21)N1CCN(c2ccccc2F)CC1	i	i	i	i	i	i	14	6	i	-0.3	i
CO/N=C/c1cn(-c2ccc(Cl)cc2)nn1	i	i	i	i	i	i	19	6	i	0.7	i
NC(=O)N/N=C/c1coc2ccc3ccccc3c2c1=O	i	i	i	i	i	-5*	-15	-6	i	0.2	i
Nc1scc2c(C(=O)N/N=C/c3ccc(Cl)cc3)nn(-c3ccccc3)c(=O)c12	i	i	i	i	i	i	10	0	i	-0.3	i
Cc1ccc(NC(=O)CS(=O)CC(=O)NC2CCN(Cc3ccccc3)CC2)c(C)c1 (centres undefined)	i	i	i	i	i	i	4	1	i	0.2	i
CCCCCCNS(=O)(=O)c1ccccc1Br	i	i	i	i	i	i	5	-2	i	-1.2	i
COc1ccc(C2CC(C(F)(F)F)n3ncc(C(=O)O)c3N2)cc1OC (centres undefined)	i	i	i	i	i	i	0	3	i	-0.2	i
Cc1ccsc1C(=O)N1CC(=O)Nc2ccccc21	i	i	i	i	i	i	-6	10	i	0.5	i
Cc1onc(-c2ccccc2)c1C(=O)N/N=C/c1ccco1	i	i	i	i	i	i	-6	-16	i	-0.5	i
Cc1sc2ncn(CC(=O)NCC(=O)N3CCN(c4ccccc4F)CC3)c(=O)c2c1C	i	i	i	i	i	i	2	9	i	-0.3	i
COc1ccc(/C=N/Nc2cc(OC)ncn2)cc1	i	i	i	i	i	i	3	52*	i	-0.8	i
CCc1ccc(N(C(=O)c2ccoc2C)C(C(=O)NC2CCCC2)c2ccc(OC)cc2)cc1 (centres undefined)	i	i	i	i	i	i	4	4	i	-0.6	i
COCc1cc(=O)n2[nH]c(-c3cccc(Br)c3)cc2n1	i	i	i	i	i	i	4	5	i	0.9	i
CCOCCc1nnc(NC(=O)c2cccc(F)c2)s1	i	i	i	i	i	i	-10	-11	i	0.9	i
COc1cc([N+](=O)[O-])c(OC)cc1SCc1n[nH]c(=S)n1-c1ccc(F)cc1	i	i	i	i	i	i	1	12	i	0.9	i
CC(=O)Nc1ccc(NC(=O)COc2cc(O)c3c(c2)OC(C)(C)CC3=O)cc1	i	i	i	i	i	i	2	-2	i	0.7	i
Cc1cc(C)n(CCO)c(=O)n1	i	i	i	i	i	i	-10	15	i	-0.2	i
CCC(=O)c1ccc(OCC(O)CNCCc2ccc(Cl)cc2)cc1 (centres undefined)	i	i	i	i	i	i	-4	4	i	-7.2	i
CCCCc1c(C)nc(N2CCCC2)[nH]c1=O	i	i	i	i	i	i	0	19	i	0.2	i
O=C1CN(C(=O)COC(=O)CCNS(=O)(=O)c2ccc(Cl)cc2)c2ccccc2N1	i	i	i	i	i	i	-25	7	i	0.6	i
COc1ccccc1NC(=O)CN1CCC(c2nc3ccc(C)cc3[nH]2)CC1	i	i	i	i	i	i	15	-10	i	0.6	i
Cc1ccnc(SCCn2c(N3CCN(Cc4ccccc4)CC3)nc3c2c(=O)[nH]c(=O)n3C)n1	i	i	i	i	i	-10*	-2	1	i	-0.4	i
O=C(NNC(=O)c1cc(-c2ccc(Cl)cc2)nc2ccccc12)c1csc(N2CCOCC2)n1	i	i	i	i	i	i	60*	0	i	0.2	i
COc1ccc(/C=C2\SC(=S)N(CC(=O)N(C)C3CCS(=O)(=O)C3)C2=O)cc1 (centres undefined)	i	i	i	i	i	i	11	3	i	0.0	i
CC1CCN(C(=O)C2CCC(CNc3c(N4CCCCC4)c(=O)c3=O)CC2)CC1 (centres undefined)	i	i	i	i	i	i	-7	-2	i	0.0	i
O=C(CCN=C1NS(=O)(=O)c2ccccc21)OCC(=O)c1ccc(F)cc1	i	i	i	i	i	i	-5	5	i	0.1	i
COc1ccc(N(C(=O)c2snc(C(N)=O)c2N)C(C(=O)NCC2CCCO2)c2ccc3ncccc3c2)cc1OC (centres undefined)	i	i	i	i	i	i	-8	.	i	0.3	i
COC(=O)CCC(=O)N(CCN(C(=O)CCC(=O)OC)c1ccccc1)c1ccccc1	i	i	i	i	i	i	-14	-11	i	0.1	i
COc1ccccc1Nc1nc(-c2sc(NC(=O)c3cccc(Cl)c3)nc2C)cs1	i	i	i	i	i	i	20	-14	i	-0.8	i
CC(/C=N/NC(=O)c1nnn(-c2nonc2N)c1CN(C)C)=C\c1ccco1	i	i	i	i	i	i	3	1	i	-0.6	i
O=C(NCc1cc(C(F)(F)F)ccc1F)C1CCC(=O)N(C2CC2)C1 (centres undefined)	i	i	i	i	i	i	-1	2	i	0.0	i
Cc1c(O)cccc1C(=O)N[C@@H](CSc1ccccc1)[C@H](O)CN1C[C@H]2CCCC[C@H]2C[C@H]1C(=O)NC(C)(C)C	i	i	i	i	i	i	9&4	0&-4	i	0.9&0.5	i
CCCN(CC(=O)Nc1ccccc1OC)C(=O)c1ccc(=O)[nH]c1	i	i	i	i	i	i	-1	-5	i	0.2	i
Cc1oc(-c2ccccc2F)nc1CS(=O)(=O)CC(=O)NCc1ccco1	i	i	i	i	i	i	2	-8	i	0.0	i
Cn1cccc1/C=C1\Cc2ccccc2C1=O	i	i	i	i	i	i	2	36	i	1.8	i
O=C(COc1cccc(NC(=O)c2cccc([N+](=O)[O-])c2)c1)c1ccc(Br)cc1	i	i	i	i	i	i	15	18	i	0.1	i
Cc1c(CN(C)Cc2cn(C)nc2-c2ccccc2F)[nH]c2ccccc12	i	i	i	i	i	i	-1	5	i	.	i
O=C(Nc1ccc(NC(=O)C2CC2)cc1)c1ccco1	i	i	i	i	i	i	-5	2	i	2.7	i
Cc1ccc(-n2nc(-c3ccc(N)cc3)cc2N)cc1	i	i	i	i	i	i	9	3	i	-0.4	i
OCCNc1nc2ccccc2n1CCN1CCCCC1	i	i	-6*	i	i	i	2	8	i	-0.4	i
Cc1ccc(C2c3c(oc4ccc(Cl)cc4c3=O)C(=O)N2CCCN2CCOCC2)o1 (centres undefined)	i	i	i	i	i	i	4	-1	i	0.2	i
